Tau filament bind = binders of human tau filaments; P10636; recombinant tau filaments, thioflavin S fluorescence, 15 h; filaments grown with octadecylsulfate alongside compound; Potency, µM (titrated, usually from 57.1 µM), for the others: at the highest dose activity change, negative = inhibition; 71,000 compounds, 2% hits; AID 596;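 further: potency means the concentration at half of the fitted maximal effect; on the % scale 0 is the no-effect control and ±100 the full control effect; actives lower thioflavin S fluorescence by blocking filaments or displacing dye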
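Assay mix: 1 uM His-tagged tau, 30 uM sodium octadecylsulfate, thioflavine S dye in HEPES/NaCl/DTT buffer. Compound is added prior to the inducer. Fluorescence after 15 h at 37 C.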
Luciferase inh = blocks Photinus pyralis firefly luciferase activity; P08659; purified firefly luciferase, luminescence, 8 min; Potency, µM (highest dose often 57.1 µM), for the others: top-dose activity change, negative = inhibition, hits mostly inhibitors; 72,000 compounds, 2.2% hits; AID 411; further: potency means the concentration at half of the fitted maximal effect; on the % scale 0 is the no-effect control and ±100 the full control effect; nearly all actives have a fitted effect of over 40% in size
Target sequence (P08659 whole entry, looked up): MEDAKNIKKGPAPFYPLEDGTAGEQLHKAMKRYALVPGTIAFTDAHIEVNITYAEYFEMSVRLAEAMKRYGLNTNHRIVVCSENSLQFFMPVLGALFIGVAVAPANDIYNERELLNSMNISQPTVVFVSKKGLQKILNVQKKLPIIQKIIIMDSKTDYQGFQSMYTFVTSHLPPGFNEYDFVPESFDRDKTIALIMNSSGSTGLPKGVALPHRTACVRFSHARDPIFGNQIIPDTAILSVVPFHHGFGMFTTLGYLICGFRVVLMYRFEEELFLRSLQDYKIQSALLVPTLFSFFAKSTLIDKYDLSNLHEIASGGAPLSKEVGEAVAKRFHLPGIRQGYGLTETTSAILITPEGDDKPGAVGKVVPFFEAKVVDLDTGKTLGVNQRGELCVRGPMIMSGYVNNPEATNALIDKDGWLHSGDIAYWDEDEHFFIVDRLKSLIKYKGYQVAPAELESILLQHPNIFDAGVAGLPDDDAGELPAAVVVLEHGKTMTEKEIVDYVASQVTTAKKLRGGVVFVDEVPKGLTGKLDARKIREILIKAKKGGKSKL
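Here, luciferase activity is measured as luminescence following an 8 min room-temperature reaction at 10 uM ATP, pH 7.2. Every library sample is titrated.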
A350 autofl = compound fluoresces in the Alexa 350 spectral region; Compound autofluorescence, 340/450 nm, Alexa 350 dye-equivalents; hits give high values; max dye-equivalent concentration, M; 59,000 compounds, 11% hits; in the data active means max dye-equivalent concentration above about 10 nM; inconclusive means mostly about 1.1 nM to 9.6 nM
BRCT inh red = inhibitors of human BRCA1 BRCT-phosphoprotein interaction (red fluorophore); P38398; BRCT-phosphopeptide binding, red fluorescence polarization; Potency, µM (doses to about 76.9 µM), for the others: at the top dose activity change, negative = inhibition, actives largely listed as inhibitors; 75,000 compounds, 0.03% hits; further: on the % scale 0 is the no-effect control and ±100 the full control effect
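Fluorescence polarization: 100 nM His-tagged BRCA1 BRCT with 100 nM TAMRA-labelled phospho-BACH1 decapeptide, phosphate buffer pH 7.3 with 150 mM NaCl, DTT, 0.01% Tween 20; 12 min RT. Binding inhibition seen as FP decrease.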
Caspase-1 inhib = blocks human caspase-1 allosterically or competitively. P29466. Caspase-1 enzyme, Ac-WEHD-AFC fluorogenic rate. Potency, µM (series often up to 57.5 µM), without a hit: top-dose activity change, negative = inhibition, actives largely listed as inhibitors. 75,000 compounds, 0.03% hits;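 further: potency means the concentration at half of the fitted maximal effect; plate controls were vehicle for no effect and no substrate for full effect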
USP2a inhib = blocks human ubiquitin-specific protease USP2a. O75604. USP2a enzymatic assay, qHTS inhibition. Potency, µM (series often up to 38.3 µM), inactives show at the top dose activity change, negative = inhibition, actives largely listed as inhibitors. 60,000 compounds, 0.1% hits;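 further: potency means the concentration at half of the fitted maximal effect; nearly all actives have a fitted effect of over 60% in size; plate controls were DMSO for no effect and NEM full inhibition control for full effect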
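20 nM USP2 core + cpd, 30 min RT; add 20 nM Ub-PLA2/20 uM NBD C6-HPC; read Ex460/Em535 at 0 h and 2.5 h. Normalized to NEM; qHTS curve fit/classification.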
BRCT inh green = blocks human BRCA1 BRCT binding to phosphopeptide, green readout. P38398. BRCA1 BRCT-phosphopeptide binding, green fluorescence polarization. Potency, µM (series often up to 76.9 µM), for inactives: top-dose activity change, negative = inhibition, hits mostly inhibitors. 75,000 compounds, 0.05% hits. AID 875;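 further: potency means the concentration at half of the fitted maximal effect; plate controls were peptide without protein for full effect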
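Fluorescence polarization: His-tagged BRCT (~35 kDa BRCA1 C-terminus, 250 nM) bound to 100 nM fluorescein-labeled phosphorylated 10-aa BACH1 peptide, pH 7.3 phosphate buffer with DTT and Tween 20. Compounds incubated 12 min at room temperature; inhibition read as lowered polarization.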
HEK293 cAMP cs = counter-screen for TSHR agonists: cAMP increase in parental HEK293; parental HEK293 CNG cAMP sensor, membrane potential fluorescence; Potency, µM (titrated, usually from 57.1 µM), inactives show at the top dose activation, usual class: activators; 73,000 compounds, 2.5% hits; further: potency means the concentration at half of the fitted maximal effect; % of control where 0% means no effect; nearly all actives have a fitted effect of over 55% in size
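Counterscreen for endogenous-receptor signalling: CNG-channel HEK 293 cells report cAMP rise by membrane depolarization. After 60 min dye equilibration with 100 uM RO 20-1724, compounds incubated 30 min before bottom-read fluorescence at 590 nm.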
Caspase-7 inhib = allosteric or competitive inhibitors of human caspase-7. recombinant caspase-7, Ac-DEVD-AFC fluorescence rate. Potency, µM (top dose mostly 57.5 µM), for the others: top-dose activity change, negative = inhibition, usual class: inhibitors. 75,000 compounds, 0.02% hits. AID 889; active means well fitted inhibition curve with a large enough effect in the main read-out, with a control signal flat, not every such curve was filed as active; inconclusive means small, poorly fitted or top-dose-only effect, or a change in a side signal; further: potency means the concentration at half of the fitted maximal effect; % of control where 0% means no effect
Target sequence (P55210 24-198 limits assumed): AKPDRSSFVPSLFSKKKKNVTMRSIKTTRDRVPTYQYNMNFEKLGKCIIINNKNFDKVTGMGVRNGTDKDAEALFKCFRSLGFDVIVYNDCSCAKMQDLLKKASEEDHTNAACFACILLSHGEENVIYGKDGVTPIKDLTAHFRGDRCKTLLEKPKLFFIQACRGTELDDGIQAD
Target sequence (P55210 207-303 limits assumed): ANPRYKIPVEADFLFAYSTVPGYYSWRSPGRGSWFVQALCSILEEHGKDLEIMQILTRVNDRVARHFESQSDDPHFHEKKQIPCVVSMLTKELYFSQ
ERK AVP block = inhibitors of vasopressin-stimulated ERK signaling pathway | AID 995 | HEK293-V1b, vasopressin-stimulated pERK AlphaScreen | 72,000 compounds, 0.99% hits | Potency, µM (top dose mostly 57.5 µM), inactives show at the highest dose activity, negative = inhibition, most hits filed as inhibitors; further: potency means the concentration at half of the fitted maximal effect; on the % scale 0 is the no-effect control and ±100 the full control effect; nearly all actives have a fitted effect of over 55% in size
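Phosphorylated ERK1/2 detected via AlphaScreen bead proximity in lysates of V1b-expressing HEK293 cells given 25 nM vasopressin for 5 min after 30 min compound exposure (37 °C). AC50 from Hill equation; basal DMSO 0%, vasopressin 100%.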
CRE Fsk mod = CRE-bla signaling modulation under forskolin stimulation | CHO CRE-bla reporter (cAMP response element driving beta-lactamase), forskolin EC10, beta-lactamase ratio | Potency, µM (series often up to 38.2 µM), for the others: at the highest dose activity change, negative = inhibition, actives largely listed as activators | 71,000 compounds, 2.5% hits | AID 662; active means well fitted activation curve with a large enough effect in the signal ratio, with a control signal flat, not every such curve was filed as active; inconclusive means small, poorly fitted or top-dose-only effect, or effect the other way, or a change in a side signal; the % refers to the signal ratio; further: potency means the concentration at half of the fitted maximal effect; % of control where 0% means no effect
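Cells were plated overnight at 37 °C, exposed to compound titrations plus EC10 NKH 477 for 3 h, then given CCF4 dye for 2 h at room temperature. Blue/green (460/530 nm) ratio was converted to %Activity and AC50 values calculated.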
An asterisk follows results filed as active; i = inactive; ? = inconclusive; . = no result given; & = joins results of further samples; [ ] = dose if it differs, or a comment. Unless noted, the call rests on the fitted dose curve; in most records, active means well fitted curve in the direction sought with a large enough effect; inconclusive means small, poorly fitted or top-dose-only effect, or another doubt; inactive means no such curve, though single readings can be large; an effect the other way counts as inactive or inconclusive. These rows are one share of the data (hit frequency here may not be typical).

molecule	Caspase-7 inhib	USP2a inhib	BRCT inh green	HEK293 cAMP cs	Caspase-1 inhib	Tau filament bind	ERK AVP block	A350 autofl	BRCT inh red	CRE Fsk mod	Luciferase inh
CC(=O)Nc1cc(C(=O)N2CCC3(CC2)OCCO3)ccc1S(=O)(=O)c1ccc(C)cc1	1.4%	7.0%	-1.8%	1.5%	1.1%	2.3%	18.5%	i	0.0%	3.1%	0.7%
Cc1[nH]c2ccccc2c1CN(C)C	0.1%	-16.7%	-2.7%[3.08 µM]	.	-2.4%	.	-10.4%	.	0.6%	.	.
O=C(O)c1cc2ccccc2oc1=O	-0.4%	.	-1.8%	20µM*	-3.2%	10.3%	.	.	0.4%	-8.6%	0.6%
CC(C)(C)c1cc(C#N)cc(Br)c1OP(=O)(Oc1c(Br)cc(C#N)cc1C(C)(C)C)c1ccccc1	2.7%[11.5 µM]	.	0.0%[15.4 µM]	-0.4%[11.4 µM]	-0.1%[11.5 µM]	3.7%[11.4 µM]	-0.6%[11.5 µM]	i	0.5%[15.4 µM]	1.4%[7.6 µM]	2.6%[11.4 µM]
COC(=O)[C@@H]1C[C@@]1(C)[C@@H](NP(=O)(c1ccccc1)c1ccccc1)c1ccccc1	-0.5%	.	-0.3%	1.26µM*	2.5%	0.9%	2.5%	.	0.6%	1.7%	.
CC(=O)Nc1cc([As](=O)(O)O)ccc1O	-0.4%	-1.1%	-0.3%[3.08 µM]	.	-1.8%	.	8.5%	.	0.0%	.	.
C[N+](C)(C)CCOC(=O)CBr	-0.3%	-1.8%	-0.9%	-1.3%	-2.6%	-2.3%	-4.5%	i	-0.7%	2.0%	0.6%
COc1cc(OC)c(OC)cc1C=O	-1.8%	-6.3%	-3.4%[3.08 µM]	?	3.6%	12.5%	15.7%	.	1.5%	3.7%	.
Nc1ccnn1C1CCNCC1	0.9%	-7.9%	-1.4%	2.3%	0.5%	25.1µM*	31.9%	i	1.1%	0.3%	-3.4%
CCC(C)C1O[C@]2(C=CC1C)CC1CC(C/C=C(\C)[C@H](OC3CC(OC)C(O[C@H]4CC(OC)[C@@H](O)C(C)O4)C(C)O3)[C@@H](C)/C=C/C=C3\COC4C(O)C(C)=C[C@H](C(=O)O1)[C@@]34O)O2 (stereo partly drawn)	-8.8%	55.6%[activator]	0.1%[3.08 µM]	.	-1.3%	.	-2.3%	.	-4.3%	.	.
CCN1C[C@]2(COC)C(O)C[C@H](OC)[C@@]34C5C[C@]6(O)C(OC)C(O)[C@](OC(C)=O)(C5C6OC(=O)c5ccccc5)C(C(OC)C23)C14 (stereo partly drawn)	1.3%	13.8%	-0.9%[3.08 µM]	.	0.7%	.	-11.5%	.	0.0%	.	.
C[C@@H](Cc1ccc(OCC(=O)O)cc1)NC[C@H](O)c1cccc(Cl)c1	-1.4%&1.0%	4.1%	-2.6%&-0.9%	0.4%&3.5%	-0.2%&-1.1%	?	-0.6%&9.0%	i	-0.9%&-1.8%	-2.0%&-0.9%	-0.4%&2.4%
COc1ccc(CC2C(=O)NC(=O)N(c3ccccc3)C2=O)c(OC)c1 (stereo not drawn)	3.7%	-1.3%	0.6%	-3.4%	-7.6%	7.7%	-14.1%	.	0.5%	-7.8%	-1.3%
Cc1cc(OCc2nn[nH]n2)c2c3c(c(=O)oc2c1)CCC3	0.5%	-25.0%	2.7%	5.4%	-1.8%	12.6%	-0.1%	5.73e-08M*	-1.3%	12.3%	2.1%
CC(=O)c1c(C)n(CCCOC(C)C)c2ccc(O)cc12	-0.5%	5.7%	-1.2%	13.6%	-1.4%	-9.7%	-13.3%	i	-0.3%	?	-0.4%
CCOCC(=O)NC1CCSC1=O (stereo not drawn)	-1.0%	?	0.4%	7.0%	0.4%	-0.3%	1.2%	i	-1.2%	-0.7%	2.6%
CC(C)C[C@H]1C(=O)N2CCC[C@@H]2[C@]2(O)O[C@](NC(=O)[C@H]3C=C4c5cccc6[nH]c(Br)c(c56)C[C@H]4N(C)C3)(C(C)C)C(=O)N12	-14.1%[25.7 µM]	47.3%[activator][17.1 µM]	-0.3%[34.4 µM]	-10.6%[25.6 µM]	-10.3%[25.7 µM]	-25.0%[25.6 µM]	-19.6%[25.7 µM]	2.37e-08M*	-1.3%[34.4 µM]	?	-3.0%[25.5 µM]
c1ccc(N2CC3(CCNCC3)C2)cc1	0.2%	0.3%	-3.8%	10µM*	-2.6%	-2.5%	11.4%	i	0.9%	-6.5%	0.9%[11.4 µM]
CNc1ccc2oc(C[C@H]3O[C@]4(CC[C@H]3C)O[C@H]([C@H](C)C(=O)c3ccc[nH]3)[C@H](C)C[C@H]4C)nc2c1C(=O)O	-20.8%	3.8%	3.3%	11.3%	-9.9%	39.8µM*	5.01µM*	.	1.6%	?	-0.3%
O=[N+]([O-])c1ccc(F)c([N+](=O)[O-])c1	1.7%	.	-0.5%	62.0%	3.1%	-0.5%	-7.2%	.	0.2%	0.0%	.
COc1cc(OC)c2c(c1)OC(c1ccc(OC)c(OC)c1)C(O)C2 (stereo not drawn)	1.4%	3.1%	-3.5%[3.08 µM]	.	-0.1%	.	-2.8%	.	-1.9%	.	.
CCSP1(=S)N=C(N2CCOCC2)C(C#N)=C2CCCN21 (stereo not drawn)	1.3%	-2.6%	1.4%	5.8%	-0.2%	-1.8%	-15.4%	i	0.2%	5.1%	2.5%
OC(CNC1CCCCC1)c1ccccc1 (stereo not drawn)	0.5%	2.7%	-1.8%	3.6%	0.5%	-7.2%	-17.4%	.	0.0%	-3.7%	1.1%
CC(C)CC(N)C1(c2ccc(Cl)cc2)CCC1 (stereo not drawn)	0.9%	.	-1.1%	21.9%	-0.3%	.	16.9%	.	-2.0%	.	.
CCOC(=O)CC1=C(C(=O)OCC)C2(C(=O)Nc3ccccc32)C(C#N)=C(N)O1 (stereo not drawn)	-2.6%	1.3%	-0.3%	1.6%	-1.6%	-11.3%	-12.9%	i	-0.7%	-0.2%	4.0%

More results.
molecule	Caspase-7 inhib	USP2a inhib	BRCT inh green	HEK293 cAMP cs	Caspase-1 inhib	Tau filament bind	ERK AVP block	A350 autofl	BRCT inh red	CRE Fsk mod	Luciferase inh
C=C1C2CCC3[C@@](CC[C@@H]4C(C(=O)O)CC(OC5OC(CO)C(OS(=O)(=O)O)C(OS(=O)(=O)O)C5OC(=O)CC(C)C)C[C@]34C)(C2)C1O (stereo partly drawn)	2.0%	-8.8%	-5.1%[3.08 µM]	.	3.7%	.	2.4%	.	-0.2%	.	.
COC(=O)[C@@H]1[C@@H](O)[C@@]2(O)c3c(OC)cc(OC)cc3O[C@@]2(c2ccc(OC)cc2)[C@H]1c1ccccc1	1.7%[11.5 µM]	.	-3.9%[15.4 µM]	-3.6%[11.4 µM]	-1.0%[11.5 µM]	.	9.2%[11.5 µM]	.	1.3%[15.4 µM]	.	1.8%[11.4 µM]
C=C(C)[C@H]1[C@H]2OC(=O)[C@@H]1[C@]1(O)C[C@H]3O[C@]34C(=O)O[C@H]2[C@@]14C	0.0%[25.7 µM]	-0.7%[17.1 µM]	-1.7%[34.4 µM]	8.5%[25.6 µM]	-2.3%[25.7 µM]	-9.6%[25.6 µM]	4.5%[25.7 µM]	i	-0.3%[34.4 µM]	-1.4%[17.1 µM]	-2.5%[25.5 µM]
C=CCC1(C(C)CCC)C(=O)N=C(S)NC1=O (stereo not drawn)	1.6%	-8.3%	0.1%	.	-2.8%	.	14.6%	.	0.8%	.	.

Whole records, quoted from the list. Order of values: Caspase-7 inhib, USP2a inhib, BRCT inh green, HEK293 cAMP cs, Caspase-1 inhib, Tau filament bind, ERK AVP block, A350 autofl, BRCT inh red, CRE Fsk mod, Luciferase inh
Record of C=C(C)[C@H]1[C@H]2OC(=O)[C@@H]1[C@]1(O)C[C@H]3O[C@]34C(=O)O[C@H]2[C@@]14C = 0.0%[25.7 µM], -0.7%[17.1 µM], -1.7%[34.4 µM], 8.5%[25.6 µM], -2.3%[25.7 µM], -9.6%[25.6 µM], 4.5%[25.7 µM], i, -0.3%[34.4 µM], -1.4%[17.1 µM], -2.5%[25.5 µM]
Record of COC(=O)[C@@H]1[C@@H](O)[C@@]2(O)c3c(OC)cc(OC)cc3O[C@@]2(c2ccc(OC)cc2)[C@H]1c1ccccc1 = 1.7%[11.5 µM], ., -3.9%[15.4 µM], -3.6%[11.4 µM], -1.0%[11.5 µM], ., 9.2%[11.5 µM], ., 1.3%[15.4 µM], ., 1.8%[11.4 µM]

Screening data: PubChem BioAssay, National Center for Advancing Translational Sciences (NCATS)
